FLuc modulator: inhibits or activates purified firefly luciferase, miR-21 counter-screen | P08659 | purified FLuc, Km substrates, luminescence inhibition | Potency, µM (series often up to 57.5 µM), for inactives: top-dose activity change, negative = inhibition, actives largely listed as inhibitors | 360,000 tested, 6.9% active | AID 588342;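 further: plate controls were vehicle for no effect and reference inhibitor for full effect; nearly all actives have a fitted effect of over 55% in size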
Target sequence (P08659 whole entry, looked up): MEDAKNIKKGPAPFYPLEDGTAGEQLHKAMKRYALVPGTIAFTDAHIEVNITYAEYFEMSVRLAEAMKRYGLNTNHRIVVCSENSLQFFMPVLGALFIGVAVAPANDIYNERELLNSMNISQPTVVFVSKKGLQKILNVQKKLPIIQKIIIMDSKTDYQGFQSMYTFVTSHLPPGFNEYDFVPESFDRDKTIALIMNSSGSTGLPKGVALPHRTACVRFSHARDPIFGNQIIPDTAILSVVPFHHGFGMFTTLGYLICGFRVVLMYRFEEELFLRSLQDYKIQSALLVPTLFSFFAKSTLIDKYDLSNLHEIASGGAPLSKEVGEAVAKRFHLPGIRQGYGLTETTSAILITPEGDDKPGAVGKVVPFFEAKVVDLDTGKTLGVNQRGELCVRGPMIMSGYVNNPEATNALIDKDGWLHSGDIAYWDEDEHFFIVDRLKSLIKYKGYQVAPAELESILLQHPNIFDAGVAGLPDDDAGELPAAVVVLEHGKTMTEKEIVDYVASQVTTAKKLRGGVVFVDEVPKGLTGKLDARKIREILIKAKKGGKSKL
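Purified P. pyralis luciferase, 10 nM final, with Km-level 10 uM D-luciferin and 10 uM ATP in 50 mM Tris acetate pH 7.5, 10 mM Mg acetate, 0.01% Tween-20, 0.05% BSA; 6-point qHTS titration about 60 µM downward; luminescence read.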
Rab9 promoter act: activators of Rab9 promoter. Huh7 Rab9 promoter-luciferase reporter, luminescence, 24 h. Potency, µM (doses to about 9.22 µM), for the others: at the top dose activation, negative = inhibition, usual class: activators. 320,000 tested, 2.8% active. AID 485297; further: % of control where 0% means no effect; nearly all actives have a fitted effect of over 60% in size
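Cells were plated at 1500 per well in reduced-serum medium with 10% FBS and left 2 h. Compound in DMSO was then added for 24 h at 37 °C. Reporter signal was read by luminescence after 10 min with luciferase detection reagent.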
p53 reactivator: restores transcriptional activity of mutant p53; H1299 p53-A138V BP100-luciferase reporter, luminescence, 24 h; Potency, µM (series often up to 92.2 µM), without a hit: at the highest dose activity change, positive = activation, actives largely listed as activators; 320,000 tested, 0.063% active; further: % of control where 0% means no effect; nearly all actives have a fitted effect of over 45% in size
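H1299 (p53-null), stable ts p53-A138V + BP100-Luc; 1000 cells/well, Opti-MEM/10% FBS; cpd 4 pt, 1:5; 24 h, 37 deg C, 5% CO2; detection reagent 10 min RT; luminescence.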
NPC1 promoter act: activates the NPC1 promoter. Huh7 NPC1 promoter luciferase reporter, 24 h. Potency, µM (doses to about 9.22 µM), for inactives: at the highest dose activation, most hits filed as activators. 320,000 tested, 2.4% active. AID 485313;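 further: % of control where 0% means no effect; nearly all actives have a fitted effect of over 60% in size; reporter is driven by a mutant NPC1 promoter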
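Luminescence from an NPC1 promoter-driven luciferase reporter in stably transfected Huh7 cells was measured after 24 h compound treatment at 37 °C, followed by 10 min ambient incubation with luciferase detection reagent.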
Gal4-VP16 FLuc: Gal4-VP16 reporter inhibition counter-screen | Drosophila S2 Gal4-VP16 UAS-luciferase, luminescence, 20 h | Potency, µM (doses to about 53.6 µM), for inactives: at the highest dose activity, negative = inhibition, usual class: inhibitors | 310,000 tested, 3.5% active;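 further: Gal4-VP16 expression switched on by copper sulfate through the metallothionein promoter; on the % scale 0 is the no-effect control and ±100 the full control effect; nearly all actives have a fitted effect of over 50% in size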
MBNL1-CUG inh: MBNL1-poly(CUG) RNA binding inhibition; TR-FRET MBNL1-His/biotin-(CUG)12 binding, 665/545 ratio; Potency, µM (series often up to 57.5 µM), inactives show top-dose activity change, negative = inhibition, actives largely listed as inhibitors; 280,000 tested, 0.036% active; active means well fitted inhibition curve with a large enough effect in the signal ratio, with a control signal flat, not every such curve was filed as active; inconclusive means small, poorly fitted or top-dose-only effect, or effect the other way, or a change in a side signal; inactive means no such curve, though single readings can be large or run the other way; the % refers to the signal ratio; further: on the % scale 0 is the no-effect control and ±100 the full control effect
Target sequence (Q9NR56 whole entry, looked up): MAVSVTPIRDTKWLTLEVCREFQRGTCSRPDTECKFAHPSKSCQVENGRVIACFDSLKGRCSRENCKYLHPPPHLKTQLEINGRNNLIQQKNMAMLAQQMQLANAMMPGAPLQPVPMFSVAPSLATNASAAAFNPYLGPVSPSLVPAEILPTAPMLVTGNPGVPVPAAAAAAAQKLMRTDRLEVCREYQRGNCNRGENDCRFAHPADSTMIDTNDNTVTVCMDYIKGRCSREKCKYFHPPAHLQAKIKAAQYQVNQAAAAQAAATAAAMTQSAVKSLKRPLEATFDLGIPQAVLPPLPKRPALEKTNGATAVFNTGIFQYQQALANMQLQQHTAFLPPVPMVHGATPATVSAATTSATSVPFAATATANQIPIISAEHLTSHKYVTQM
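TR-FRET between His-tagged MBNL1 and biotin-(CUG)12 RNA, detected with Tb anti-His antibody (0.055 ng/ul) and streptavidin-XL665 (5 nM), 60 min at room temperature. Compounds titrated 92 nM to 58 uM; 665/545 nm ratio normalized to buffer and complex controls.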
ELG1 genotoxic: inducers of genotoxicity in HEK293T ELG1-luciferase cells. Potency, µM (highest dose often 46 µM), for inactives: top-dose activity change, positive = activation, hits mostly activators. HEK293T ELG1-luciferase reporter, luminescence, 16 h. 330,000 tested, 1.3% active; further: % of control where 0% means no effect; nearly all actives have a fitted effect of over 60% in size
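Step 1: seed 2,000 HEK293T ELG1-luciferase cells per well. Step 2: add compound or DMSO, incubate 16 hr at 37 °C. Step 3: ONE-Glo, 30 min at room temperature, read luminescence.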
BRCA1 expr up: activators of BRCA1 expression; Potency, µM (series often up to 46.1 µM), for inactives: top-dose activation, hits mostly activators; 380,000 tested, 1.1% active; MCF7-BRCA1-FFLuc reporter, luminescence, 48 h; response scale: scaled: vehicle 0%, 10 µM genistein 100%; AID 624202; further: nearly all actives have a fitted effect of over 80% in size; some results filed as inactive show a strong effect at the top dose
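Luminescence from a BRCA1-driven firefly luciferase in MCF7 cells was the read-out, taken 15 min after substrate addition following 48 h compound exposure at 37 °C. Data were normalized to a 10 microM genistein control and DMSO vehicle.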
RORgamma inh: ROR gamma (mouse) transcription inhibition; Potency, µM (doses to about 53.6 µM), for inactives: at the top dose activity change, negative = inhibition, actives largely listed as inhibitors; Drosophila S2 Gal4-RORgamma UAS-luciferase reporter, 20 h; 310,000 tested, 5.4% active; further: on the % scale 0 is the no-effect control and ±100 the full control effect; nearly all actives have a fitted effect of over 60% in size
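Drosophila S2 cells stably expressing Gal4-DBD/mouse RORγ fusion under metallothionein promoter plus UAS-luciferase; compound 1 h, then 700 uM CuSO4 induction for 20 h at ambient temperature; inhibition read as reduced luminescence.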
uPA generation: inhibitors of cell surface uPA generation; cell surface uPA generation assay, qHTS; Potency, µM (doses to about 38.3 µM), without a hit: at the highest dose activity change, negative = inhibition, hits mostly inhibitors; 330,000 tested, 0.31% active; active means well fitted inhibition curve with a large enough effect; inconclusive means small, poorly fitted or top-dose-only effect; inactive means no such curve, though single readings can be large or run the other way; tested in mouse RAW 264.7 cells; further: on the % scale 0 is the no-effect control and ±100 the full control effect; nearly all actives have a fitted effect of over 55% in size
Active calls of the source: *; ? = inconclusive; . = not tested or not shown; & = joins results of further samples; [ ] = another dose, or the depositor's remark. Unless noted, the call rests on the fitted dose curve; in most records, active means well fitted curve in the direction sought with a large enough effect; inconclusive means small, poorly fitted or top-dose-only effect, or another doubt; inactive means no such curve, though single readings can be large; an effect the other way counts as inactive or inconclusive. Potency means the concentration at half of the fitted maximal effect. This is a random part of the collection. About 13% of those tested had a hit in this group.

SMILES	FLuc modulator	Rab9 promoter act	p53 reactivator	NPC1 promoter act	Gal4-VP16 FLuc	MBNL1-CUG inh	ELG1 genotoxic	BRCA1 expr up	RORgamma inh	uPA generation
COCc1ccc(CN2CCCC(CCC(=O)NCc3ccc(C)o3)C2)o1 (stereo unspecified)	0%	-1%	-1%	-7%	-8%	-13%	1%	6%	15%	4%
Cc1n[nH]c(=S)n1/N=C/c1ccc(Br)o1	-1%	7%	-3%	-2%	4%	9%	5%	4%	?	4%
O=C(Cc1cccs1)Nc1ccccc1NC(=O)Cc1cccs1	0%	-2%	-1%	-1%	10%	0%	-2%	24%	23%	-3%
CC(C)c1nc(SCc2c(F)cccc2Cl)c2c(=O)n(C)c(=O)n(C)c2n1	4%	-5%	8%	-2%	3%	1%	?	2%	22%	4%
O=C(N/N=C/c1ccc([N+](=O)[O-])cc1)c1ccc2nc[nH]c2c1	?	-2%	6%	1%	-13%	?	-2%	-31%	2%	2%
O=C(OCC(=O)c1c[nH]c2ccccc12)c1cccc(S(=O)(=O)N2CCCCCC2)c1	?	-2%	-9%	-2%	-6%	-3%	0%	-49%	28%	1%
CC(C)Oc1cccc(C(=O)C2CCCN(C(=O)c3ccccn3)C2)c1 (stereo unspecified)	0%	-2%	6%	-4%	0%	5%	3%	13%	41%	-4%
O=C(NCc1ccc2c(c1)OCO2)c1cc2n(n1)C(C(F)(F)F)CC(c1ccc3c(c1)OCO3)N2 (stereo unspecified)	5%	-6%	-12%	1%	6%	2%	-10%	-22%	?	-4%
COc1cc(OC)cc(-c2c(-c3cccs3)c3cc(-c4ccc(OC)c(F)c4)ccc3n2C)c1	11%	1%	3%	2%	.	.	1%	-13%	.	6%
Cc1ccc(-c2nn(C)c(=O)c3ccccc23)cc1CNC(=O)CN1CCOCC1	0%	2%	-9%	-4%	1%	9%	-4%	-25%	?	-6%
CC(OC(=O)c1cccc(NS(C)(=O)=O)c1)C(=O)Nc1ccc2c(c1)OCO2 (stereo unspecified)	-1%	-3%	-1%	-1%	.	.	-6%	-27%	.	-1%
CC(C)N(CCNC(=O)c1ccc(NC2=NC3CS(=O)(=O)CC3S2)cc1)Cc1ccco1 (stereo unspecified)	5%	-9%	.	-7%	-4%	0%	4%	-5%	-12%	1%
CC(C)(CNC(=O)CC1C(=O)NCCN1Cc1cccc(F)c1)N1CCOCC1 (stereo unspecified)	1%	-2%	-4%	-1%	-7%	0%	1%	-2%	-13%	1%
Cc1cc(C(=O)OCC(=O)N2CCN(C(=O)c3ccco3)CC2)c(C)n1-c1ccc(F)cc1	-2%	-24%	3%	-7%	-4%	15%	-2%	-8%	-3%	8%
Cc1cccc(C)c1NC(=O)CN(C)C(=O)c1ccc(-n2cncn2)c([N+](=O)[O-])c1	-1%	0%	2%	-3%	.	.	2%	-12%	.	-4%
Cc1ccc(C)c(S(=O)(=O)N2CCCOC2CNC(=O)C(=O)NCCC2=CCCCC2)c1 (stereo unspecified)	0%	-6%	-2%	-3%	-5%	5%	-6%	-36%	-21%	-5%
O=C(NC(=S)NCCc1ccc(Cl)cc1)c1ccco1	-12%	-2%	12%	0%	?	6%	0%	20%	8.9µM*	-1%
CCOc1ccc(S(=O)(=O)NCCC(=O)OCC(=O)N2CC(=O)Nc3ccccc32)cc1	1%	3%	2%	-7%	0%	-2%	1%	0%	25%	8%
COc1ccc(Cl)cc1S(=O)(=O)Nc1ccc(Cl)cn1	3%	0%[1.84 µM]	-5%	-2%	3%	0%	1%	-20%	3%	2%
COc1ccc(N2CCN(C(=O)c3cccc(S(=O)(=O)N4CCOCC4)c3)CC2)cc1	-5%	-1%	27%	0%	.	.	-1%	7%	.	5%
O=C(O)CCSc1nnc(SCC(=O)NCC(F)(F)F)s1	0%	-2%	6%	-5%	-2%	-9%	0%	-3%	-4%	0%
Cn1c(=O)c2c(ncn2CCCC(=N)N2CCOCC2)n(C)c1=O	0%	-2%	5%	-1%	3%	-4%	.	1%	6%	1%
CCn1ncc(C2=NOC(C(=O)NCCc3ccccc3)C2)c1C (stereo unspecified)	-3%	14%	6%	1%	0%	-7%	-5%	3%	-5%	.
O=C(NCCc1ccccc1)C(=O)Nc1ccc([N+](=O)[O-])cc1	?	-5%	?	-1%	-3%	14%	1%	8%	2%	-21%

Arranged by formula weight (falling): 7 of the compounds above.
SMILES	FLuc modulator	Rab9 promoter act	p53 reactivator	NPC1 promoter act	Gal4-VP16 FLuc	MBNL1-CUG inh	ELG1 genotoxic	BRCA1 expr up	RORgamma inh	uPA generation
Cc1ccc(C)c(S(=O)(=O)N2CCCOC2CNC(=O)C(=O)NCCC2=CCCCC2)c1 (stereo unspecified)	0%	-6%	-2%	-3%	-5%	5%	-6%	-36%	-21%	-5%
CCOc1ccc(S(=O)(=O)NCCC(=O)OCC(=O)N2CC(=O)Nc3ccccc32)cc1	1%	3%	2%	-7%	0%	-2%	1%	0%	25%	8%
Cc1cccc(C)c1NC(=O)CN(C)C(=O)c1ccc(-n2cncn2)c([N+](=O)[O-])c1	-1%	0%	2%	-3%	.	.	2%	-12%	.	-4%
Cn1c(=O)c2c(ncn2CCCC(=N)N2CCOCC2)n(C)c1=O	0%	-2%	5%	-1%	3%	-4%	.	1%	6%	1%
CCn1ncc(C2=NOC(C(=O)NCCc3ccccc3)C2)c1C (stereo unspecified)	-3%	14%	6%	1%	0%	-7%	-5%	3%	-5%	.
O=C(NCCc1ccccc1)C(=O)Nc1ccc([N+](=O)[O-])cc1	?	-5%	?	-1%	-3%	14%	1%	8%	2%	-21%
O=C(N/N=C/c1ccc([N+](=O)[O-])cc1)c1ccc2nc[nH]c2c1	?	-2%	6%	1%	-13%	?	-2%	-31%	2%	2%

Later entries.
SMILES	FLuc modulator	Rab9 promoter act	p53 reactivator	NPC1 promoter act	Gal4-VP16 FLuc	MBNL1-CUG inh	ELG1 genotoxic	BRCA1 expr up	RORgamma inh	uPA generation
CC1CN(C(=O)CCC(=O)NCc2ccccc2)c2cc(Cl)ccc2O1 (stereo unspecified)	-2%&-3%	6%	.	-3%	4%	2%	2%	-2%	14%	2%
O/N=C/c1cc(Cl)ccc1OCc1cccc2ccccc12	?	2%	14%	11%	-13%	4%	0%	.	-2%	.
FC(F)(F)c1cccc(NC(=S)N2CCN(c3ccccn3)CC2)c1	2%	0%	12%	-3%	-7%	-2%	1%	-8%	-23%	2%
Cc1nc(NCc2ccccn2)c2ccccc2n1	-1%	-19%	-7%	-8%	?	3%	19%	-63%	21%	-14%
NC(=O)CSc1nnc(Cn2cnc3ccccc32)o1	-2%	-11%	7%	-5%	-20%[10 µM]	9%	3%	4%	28%	15%
C/C(=N\Nc1ccccc1[N+](=O)[O-])c1ccc(N2CCOCC2)cc1	3.4µM*	3.2µM*	2%	2.8µM*	-15%	3%	?	?	34%	3%
COc1cc(C(=O)N2CCN(C(=O)C3CC3)CC2)cc(OC)c1OC	-1%	-3%	-14%	-2%	8%	-4%	7%	-12%	2%	3%
CC(C)(C)C(=O)NC1CC2CCCC(C1)N2C(=O)Nc1ccccc1F (stereo unspecified)	0%	-2%	.	1%	10%	2%	-3%	9%	12%[1.91 µM]	0%
Cc1ccsc1/C=N/NC(=O)CNC(=O)c1c(F)cccc1Cl	1%	4%	-2%	-1%	-1%	?	0%[9.26 µM]	-18%	20%	3%
CCCCNC(=O)CCc1c(C)nc2c(c(C)nn2-c2ccccc2)c1C	7%&-11%	-10%	1%	-4%	-4%	-4%	-4%	-19%	17%	4%
COc1ccccc1CNC(=O)C1CCN(C(=O)NC2CCCCC2)CC1	-3%	-1%	5%	-4%	-2%	2%	2%	-10%	13%	1%
O=C(NCC1CCCO1)C1CCN(CC2CCCCC2)CC1 (stereo unspecified)	0%	-2%	-5%	-3%	6%	9%	-6%	-6%	-14%	-6%
CCOc1cc2[nH]c(=O)n(CCCCC(=O)N3CCCCCC3)c(=O)c2cc1OCC	-1%	2%	-4%	-4%	-10%	1%	-4%	-59%	-4%	1%
CC(C)(C)c1ccc(NNC(=O)C2CCC2)cc1	-3%	0%	2%	-2%	12%	.	0%	0%	-5%	4%
O=C(c1cc2ccccc2oc1=O)N(Cc1cccs1)C1CCS(=O)(=O)C1 (stereo unspecified)	19µM*	?	?	30%	4%	8%	18µM*	36%	16%	-9%
Cc1cc(C)n(-c2ccc(C(=O)N3CC(C)OC(C)C3)cc2)n1 (stereo unspecified)	0%	-1%	-1%	6%	4%	.	0%	-7%	-1%	27%

Screening data (PubChem BioAssay)
